NSD2 HMT inh: NSD2 (human) methyltransferase inhibition; NSD2 peptide methylation, AlphaScreen, 120 min; inhibition, % at 12.5 µM; 0.54% of 310,000 active; in the data active = inhibition above about 50%
SR-BI DiI-HDL act: enhances SR-BI lipid uptake from DiI-HDL. 0.096% of 320,000 active. activation, % at 12.5 µM. CHO ldlA[mSR-BI] cells, DiI-HDL uptake fluorescence, 3 h; 100 = double the neutral-control signal;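 active = mean replicate activation of at least 60% and every replicate at or above 60%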;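 note: 0% = median plate neutral-control signal and 100% = twice that signal; values of inactives mirror those of a sister screen read the other way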
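material = CHO ldlA[mSR-BI] cells | medium = Ham's F12 with 0.5% BSA, HEPES 25 mM, pH 7.4 | reagent = fluorescent DiI-HDL, 10 µg/mL final | compound dosing = single-point compound dose | incubation = 3 h, 37 °C | measured by = bottom-read fluorescence, 550/595 nm | measure = HDL uptake via cellular fluorescence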
PfHsp90 set2: inhibits growth of yeast expressing Plasmodium falciparum Hsp90; AID 504621; 0.32% of 310,000 active; inhibition, % at 9.4 µM; S. cerevisiae expressing PfHsp90, BacTiter-Glo ATP, 48 h; yeast lacking PDR1 and PDR3 efflux regulators;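 active = every replicate shows inhibition above about 80%, whatever the replicate mean, limit read from the data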;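 note: 0% = DMSO neutral controls and 100% = 20 µM radicicol positive controls; yeast relying on Plasmodium falciparum Hsp90 in place of its own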
Rtt109 HAT inh: C. albicans Rtt109 histone acetyltransferase inhibition; purified Rtt109/Vps75, ThioGlo CoA-SH fluorescence, 4 h; 0.16% of 330,000 active; AID 540336; Q5AAJ8; inhibition, % at 34.9 µM;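 active = inhibition of at least 50% in every replicate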
CAL PDZ FP-1: human CAL PDZ-peptide interaction inhibition | purified CAL PDZ, TMR-peptide fluorescence polarization, 1 h | AID 504414 | Q9HD26 | inhibition, % at 20 µM | 0.02% of 330,000 active;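 active = highest replicate inhibition of at least 40%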;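 note: plate controls were DMSO neutral control wells for no effect and unlabeled competitor peptide control wells for full effect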
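Test system: purified CerCALP PDZ construct; Compound dosing: one concentration, 20 µM compound; Also added: TMR-labelled reporter peptide T*-PRC34 bound in PDZ groove; Read-out: inhibition from polarization loss; Controls: unlabelled peptide and DMSO controls; Signal: FP readout, S and P plane fluorescence; Incubation: 1 h at RT.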
MITF TRPM1 HTS: increases MITF-driven TRPM1 promoter luciferase signal. SK-MEL-5 TRPM1-promoter luciferase, 24 h; % of positive control, neutral wells = 0. activation, % at 12.5 µM. 0.75% of 300,000 active. AID 588334;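 active = mean activation of at least 80% with every replicate also reaching 80%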;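 note: 0% = neutral control wells and 100% = parthenolide positive control wells; values of inactives mirror those of a sister screen read the other way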
dFosB act: activators of mouse delta FosB homodimer; 0.99% of 340,000 active; purified delta FosB, TAMRA-CDK5 oligo fluorescence polarization; percent of positive-control signal above neutral wells; P13346; activation, % at 25 µM;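 active = mean activation above about 17%, with every replicate also reaching it, limit read from the data, passing the limit was not always enough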;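 note: fluorescence polarization rise as delta FosB binds a TAMRA Cdk5 AP-1 oligo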
PvdQ inh: blocks Pseudomonas aeruginosa PvdQ acylase activity | inhibition, % at 10 µM | purified PvdQ acylase, fluorescence plate reader | 0.063% of 340,000 active | AID 488965; in the data active = inhibition above about 30%, passing the limit was not always enough;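 note: 0% = vehicle neutral wells and 100% = reference inhibitor wells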
CAL PDZ FP-2: inhibitors of human CAL PDZ peptide binding; Q9HD26; purified CAL PDZ, TMR-peptide fluorescence polarization, 1 h; inhibition, % at 24.9 µM; 0.92% of 300,000 active; AID 602252;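 active = mean inhibition of at least 30% with at least half of replicates also reaching 30%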;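 note: 0% = DMSO neutral control and 100% = excess unlabeled competitor peptide PRC23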
SR-BI DiI inh: blocks mouse SR-BI lipid uptake from DiI-HDL | 0.96% of 320,000 active | ldlA[mSR-BI] CHO cells, DiI-HDL uptake fluorescence, 3 h | Q61009 | inhibition, % at 12.5 µM;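 active = mean replicate inhibition of at least 70% and a set share of replicates each scoring 70 or more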;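 note: 0% = median of neutral control wells and 100% = median of positive control wells; values of inactives mirror those of a sister screen read the other way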
The depositor's hits bear a star; . = no result given.

SMILES | NSD2 HMT inh | SR-BI DiI-HDL act | PfHsp90 set2 | Rtt109 HAT inh | CAL PDZ FP-1 | MITF TRPM1 HTS | dFosB act | PvdQ inh | CAL PDZ FP-2 | SR-BI DiI inh
O=C(NC(=S)Nc1ccccc1O)c1ccccc1Cl | 0.2 | 7.5 | -12.6 | 10.5 | -1.0 | 30.5 | 4.8 | 6.8 | 4.4 | -7.5
COCCCN1C(=O)c2ccc(C(=O)Nc3ccccc3OC)cc2C1=O | 0.1 | 34.0 | -4.2 | -6.0 | -0.9 | -1.4 | -8.3 | -5.1 | -2.0 | -34.0
Nc1nc(SCC(=O)NCCC(c2ccccc2)c2ccccc2)n[nH]1 | 0.9 | 2.5 | 2.2 | 8.4 | -0.8 | 6.4 | 8.3 | -17.1 | -2.0 | -2.5
COC(CNC(=O)C1CCC(CNS(=O)(=O)c2c(C)cc(C)cc2C)CC1)OC (configuration not stated) | 44.4 | . | 7.6 | -4.4 | 0.0 | -0.8 | -6.3 | -4.5 | -1.1 | .
Cc1noc(/C=C/N(C)C)c1S(=O)(=O)N(C)Cc1ccc(F)cc1 | 3.9 | -13.9 | -62.7 | -6.6 | 0.8 | -4.2 | -2.9 | -10.7 | -0.5 | 13.9
COc1ccccc1NC(=O)COc1ccc(-c2nn(C)c(=O)c3ccccc23)cc1 | -0.6 | . | -7.0 | 0.6 | -0.7 | . | -9.0 | -3.2 | -5.6 | .
CN1CCN(c2ccccc2NC(=O)c2ccc(-c3ccccc3[N+](=O)[O-])o2)CC1 | . | -6.6 | -12.7 | -0.2 | -3.1 | -1.3 | -3.1 | 0.5 | 6.2 | 6.6
C=CCn1c(SCC(=O)NC(=O)NCCC)nnc1C1CCCCC1 | -0.6 | 16.7 | 13.8 | -11.7 | 0.9 | 10.1 | -6.4 | -23.8 | 0.1 | -16.7
Cc1ccc(NN=Nc2nc3c([nH]2)c(=O)n(C)c(=O)n3C)cc1 | 4.4 | 0.0 | 10.3 | 2.3 | 0.6 | 14.8 | -9.3 | 0.9 | 2.3 | 0.0
CCOc1ccc(-c2cccc(NC(=O)c3ccco3)c2)nn1 | 6.4 | -6.7 | -17.5 | 2.2 | -0.1 | 8.0 | -16.0 | -6.4 | -1.4 | 6.7
CCCOc1cccc(NC(=O)c2c(-c3ccccc3)noc2C)c1 | 1.2 | -10.4 | -36.7 | -13.9 | -0.6 | -3.2 | -4.6 | -16.2 | 2.5 | 10.4
O=C(/C=C/c1ccco1)NCC(=O)N/N=C/c1ccccc1[N+](=O)[O-] | 2.2 | -10.4 | 4.9 | 19.3 | -0.6 | -19.5 | 5.4 | 2.4 | 2.7 | 10.4
COc1ccc(CCNC(=O)c2ccccc2-c2ccccc2C(=O)O)cc1OC | -0.3 | 2.2 | 12.4 | -8.9 | 0.0 | 0.3 | -2.3 | -11.3 | -2.6 | -2.2
O=C(O)c1ccccc1-c1ccccc1C(=O)Nc1ccccc1Br | -2.3 | 9.1 | -2.7 | 13.1 | -2.8 | -9.1 | -1.2 | 8.7 | -2.9 | -9.1
CCOC(=O)C1CCCN(c2cc(=O)n(C3CCCCC3)c(=O)[nH]2)C1 (configuration not stated) | 2.4 | 16.8 | 4.4 | 58.6* | -2.7 | -6.2 | -6.2 | 5.7 | -1.6 | -16.8
Fc1ccccc1-c1csc(=Nc2cccnc2)n1CC1CCCO1 (configuration not stated) | 2.8 | -4.1 | -21.6 | -0.3 | -0.5 | -10.2 | -8.1 | 3.9 | -1.3 | 4.1
CCc1ccc(NC(=O)N(Cc2ccco2)C(C)c2cccs2)cc1 (configuration not stated) | 5.4 | -1.3 | 5.7 | 22.1 | -0.6 | 23.6 | -3.7 | -0.8 | -1.7 | 1.3
Cc1nc(NC(=O)C2CC2)sc1C(=O)Nc1cccc(Cl)c1 | 0.8 | -33.8 | -5.9 | 3.4 | -2.2 | . | -5.9 | -1.2 | -8.3 | 33.8
O=C(c1ccc(Cl)cc1Cl)N1CCOCC1 | 1.5 | 12.7 | -0.7 | -1.5 | 0.6 | 10.4 | 7.8 | -13.2 | -0.2 | -12.7
COc1ccc(CC(=O)NCc2n[nH]c(=S)n2-c2ccccc2)cc1 | -0.7 | 4.1 | 8.2 | 6.9 | -2.6 | -0.9 | -4.2 | -4.1 | . | -4.1
CCOC(=O)c1ccc(OCC2NCCc3cc(OC)c(OC)cc32)cc1 (configuration not stated) | 4.4 | 11.0 | -0.1 | -9.5 | -2.9 | 1.9 | -0.9 | -4.1 | -3.2 | -11.0
Cc1nnsc1-c1nnc(SCC(=O)c2ccc(F)cc2)n1C1CC1 | -2.0 | -9.9 | 8.1 | -5.9 | -0.2 | 0.2 | 4.7 | -8.2 | 10.1 | 9.9
CCN=C1SC(CC(=O)Nc2ccc3c(c2)OCO3)C(=O)N1CC (configuration not stated) | -0.2 | -12.3 | -0.9 | . | -0.7 | -9.0 | -2.7 | 1.9 | 1.2 | 12.3
CCCc1cc(=O)[nH]c(SCC(=O)Nc2ccc(C)c(S(=O)(=O)N3CCCCC3)c2)n1 | 0.9 | 4.4 | 19.6 | 2.7 | -0.3 | -14.0 | -10.7 | -5.4 | 0.8 | -4.4
COc1ccc(C(=O)C2CCCN(C(=O)c3n[nH]c4c3CCCC4)C2)cc1OC (configuration not stated) | -0.1 | 7.5 | 15.7 | -1.3 | -0.5 | -5.0 | 3.0 | -12.6 | 2.0 | -7.5
O=C(Cn1cccc1C(=O)c1ccccc1)NCCCc1ccccc1 | 1.2 | 11.6 | -2.4 | 5.2 | -2.3 | -4.2 | -7.8 | 8.1 | 1.6 | -11.6
CCNC(=O)NC(=O)CSc1ccc(S(=O)(=O)N(C)C2CCCCC2)cn1 | 4.4 | -4.1 | . | 0.0 | -1.5 | 1.0 | -10.8 | -11.0 | -4.8 | 4.1
CC(OC(=O)c1ccc(Cl)cc1)C(=O)NCC1CCCCC1 (configuration not stated) | 6.2 | 9.4 | -17.7 | -1.4 | -1.0 | -1.1 | -6.3 | -3.9 | -5.4 | -9.4
COc1cc(/C=N/NC(=O)c2cnccn2)cc(OC)c1OC | -3.1 | 9.0 | -19.9 | -1.6 | -1.0 | 17.7 | 5.2 | -9.7 | -2.7 | -9.0
CC(C)N(C(=O)Cn1c(SCC(=O)NCc2ccc3c(c2)OCO3)nc2ccccc21)C(C)C | -1.7 | -27.7 | -7.2 | 4.9 | 0.3 | -4.9 | -6.5 | -6.6 | . | 27.7
CC1CCN(C(C(=O)Nc2ccc3c(c2)OCO3)c2ccccc2)CC1 (configuration not stated) | . | 26.0 | 0.5 | 18.4 | -0.8 | -6.1 | -7.0 | -3.5 | . | -26.0
COc1ccc(C(C2C(=O)CC(C)(C)CC2=O)C2C(=O)CC(C)(C)CC2=O)cc1COCC(F)(F)F | 10.6 | -26.3 | 32.2 | 5.3 | -0.1 | 1.1 | -12.2 | -6.9 | -1.1 | 26.3
O=C(OCn1nnc2ccccc2c1=O)C1CCCCC1 | -0.4 | 2.1 | -5.3 | 3.9 | -2.2 | -11.6 | 6.6 | 1.4 | -2.2 | -2.1
N#CCCN1CCN(C(=S)c2ccc(-c3ccc(Cl)cc3)o2)CC1 | . | -38.9 | . | -2.0 | -3.5 | 58.3 | -10.1 | -3.3 | -1.1 | 38.9
O=C(CN1C(=O)/C(=C/c2ccc(C(F)(F)F)cc2)Sc2ccccc21)NCCCN1CCOCC1 | 7.2 | -25.1 | -6.7 | 0.3 | -3.0 | 20.5 | 25.1* | 2.8 | -2.2 | 25.1
O=C(Cn1cc(C(F)(F)F)ccc1=O)N/N=C/c1cccc(Cl)c1Cl | -3.3 | 24.6 | 25.6 | -2.0 | -0.8 | 11.3 | 10.0 | -9.1 | -3.7 | -24.6
Cc1cccc(-n2c(SCc3ccc(C#N)cc3)nnc2-c2c[nH]c3ccccc23)c1 | -1.4 | 4.7 | 25.9 | -5.9 | -1.3 | -11.2 | -11.1 | -14.9 | 2.6 | -4.7
CN(C(=O)COC(=O)/C=C/c1ccc2c(c1)OCO2)c1c(N)n(Cc2ccccc2)c(=O)[nH]c1=O | -0.8 | 13.0 | . | 4.8 | -1.3 | -7.1 | 53.0* | -3.4 | -1.0 | -13.0
COCCNC(=O)Cn1cnc2c(cnn2-c2ccc(OC)cc2)c1=O | -2.0 | 20.2 | 36.3 | 0.2 | 0.1 | -4.0 | -2.8 | -10.7 | -0.8 | -20.2
Cc1ccc(NC(=O)CN(C)C(=O)CSc2ccccc2F)cc1 | -26.4 | 12.9 | 7.9 | -1.6 | -0.1 | -10.8 | -8.5 | -20.8 | -0.3 | -12.9
CCCc1cc(=O)oc2cc(OCc3cccc(OC)c3)c(Cl)cc12 | -1.1 | -29.0 | -21.3 | 2.9 | -0.9 | 13.1 | -0.8 | -1.1 | -1.1 | 29.0
O=C(NCc1cccs1)c1cc(S(=O)(=O)N2CCOCC2)c(Cl)cc1Cl | -1.1 | 7.6 | 15.9 | 9.2 | -3.1 | -9.2 | -1.3 | -11.3 | 0.1 | -7.6
Cc1cc(C)n(-c2ccc(C(=O)NC3=NCCS3)cc2)n1 | 0.0 | -8.4 | -1.5 | -2.0 | -1.0 | . | 5.9 | -1.5 | -5.3 | 8.4
CCCCNC(=O)c1cccnc1SCC(=O)Nc1ccccc1OC | -2.4 | -10.7 | 14.1 | -0.3 | -1.3 | -2.8 | -5.6 | -7.2 | -4.5 | 10.7
CN(CC(=O)Nc1ccc(Cl)cc1)C1=NS(=O)(=O)c2ccccc21 | -0.9 | -5.3 | 6.8 | -1.4 | -0.6 | 0.5 | -10.2 | 1.7 | . | 5.3
CC(C)(C)C(=O)Cn1c(NCCCO)nc2ccccc21 | . | 24.3 | 31.6 | -0.9 | -0.5 | -3.4 | 1.7 | -1.2 | -0.8 | -24.3
CCC(=O)Nc1nc2ccccc2n1CCN1CCOCC1 | -4.1 | 35.2 | 11.7 | 2.7 | -1.4 | 0.6 | 4.3 | -10.7 | 0.1 | -35.2
C=C(NC(=O)C(=C)NC(=O)c1csc(C2=NC3c4csc(n4)C4NC(=O)c5csc(n5)C(C(C)(O)C(C)O)NC(=O)C5CSC(=N5)/C(=C/C)NC(=O)C(C(C)O)NC(=O)c5csc(n5)C3(CC2)NC(=O)C(C)NC(=O)C(=C)NC(=O)C(=C)NC(=O)C(C(C)C)NC2C=Cc3c(C(C)O)cc(nc3C2O)C(=O)OC4C)n1)C(N)=O (configuration not stated) | . | 143.3* | -27.0 | -3.7 | -2.3 | -94.6 | 17.5* | 5.2 | -3.7 | -143.3
O=C(CNS(=O)(=O)c1ccccc1)OCC(=O)c1ccc(Br)cc1 | -1.1 | . | -14.7 | 11.1 | -1.2 | -1.3 | -4.4 | -4.3 | . | .

Screening data: PubChem, Broad Institute
